HIV RNase H inh = inhibitors of HIV-1 reverse transcriptase RNase H; RT-RNase H RNA/DNA duplex cleavage, fluorescence; inhibition, % at 10 µM; 65,000 tested, 1.9% active; AID 565; in the data active = inhibition above about 50%
RmlC RmlD mix = mixture blocks RmlC and RmlD coupled enzyme activity. inhibition, % at 5.5 µM. 110,000 tested, 0.39% active. AID 1532. RmlC/RmlD coupled enzyme inhibition, 384-well mixture HTS; in the data active = inhibition above about 30%, passing the limit was not always enough; inconclusive = no clear call, values can overlap the other calls; note: strong numbers were not always called active
An asterisk follows results filed as active; ? = inconclusive; nt = no result given. Not all compounds are listed; count on the stated rates, not on these rows.

Order of results – HIV RNase H inh	RmlC RmlD mix
CCc1ccc(C2CC(c3ccc(Cl)cc3)n3nc(N)nc3N2)cc1 (centres undefined)
 : -19	-9
CCOC(=O)CC1=C(C(=O)OCC)C(c2ccncc2)C(C#N)=C(N)O1 (centres undefined)
 : -6	4
Cc1ccc(-c2nsc3c(N4CCN(C(=O)c5ccco5)CC4)ncnc23)cc1
 : 17	nt
Cc1cc(C)nc(NS(=O)(=O)c2ccc(N3C(=O)C4CC=C(Cl)CC4C3=O)cc2)n1 (centres undefined)
 : -13	-6
CCOC(=O)c1cnc(-c2ccccc2)nc1N
 : -14	9
CN1CCc2c(sc3c2c(NCc2ccco2)nc2nnnn23)C1
 : 1	10
Cc1sc2c(c1C)CN(C(C)(C)C)CN2C(=O)c1ccccc1
 : nt	11
COc1ccccc1C(=O)NC(CCSC)C(=O)OCC(=O)NC(=O)NCc1ccco1 (centres undefined)
 : -21	-3
COCc1[nH]nc2c1C(c1ccccc1F)C(C#N)=C(N)O2 (centres undefined)
 : -23	5
NC(=O)c1nsc(C(=O)N(CC(=O)NCc2ccco2)c2ccccc2F)c1N
 : nt	5
COc1ccc(-n2c(SCC(=O)OC(C)C)nnc2-c2ccccn2)cc1
 : -6	-5
O=C(CN1CCCCCC1)OCCN=C1NS(=O)(=O)c2ccccc21
 : -4	-44
COc1ccc(S(=O)(=O)NCCc2c(C)nn(C)c2Oc2ccccc2)cc1
 : nt	-3
CCOc1ccc(N2CSC3=C(C#N)C(c4ccco4)CC(=O)N3C2)cc1 (centres undefined)
 : nt	-10
COC(=O)c1ccc(N2C(=O)c3ccc(OC)c(OC)c3C2=O)cc1
 : 4	-5
COc1ccc2c(c1)CCc1sc(NC(=O)c3ccco3)nc1-2
 : nt	4
O=S(=O)(NCc1cn2ccsc2n1)c1cccs1
 : -25	9
COc1ccc(-c2cc(C(=O)OCC(=O)Nc3cc(C)on3)c3ccccc3n2)cc1OC
 : nt	?
Cc1nc(/C=C/c2ccccc2)cc(/C=C/c2ccccc2)n1
 : nt	-16
CCOC(=O)c1[nH]c2ccc(Cl)cc2c1-c1ccccc1
 : nt	-12
C=CCOc1c(CNc2nccs2)cccc1OCC
 : 3	11
CCN(CC)CCCN1C(=O)c2oc3ccccc3c(=O)c2C1c1cccs1 (centres undefined)
 : nt	-13
COc1ccc(S(=O)(=O)N(C)c2ccc(OCC(=O)Nc3cc(C)on3)cc2)cc1
 : -1	-13
CC(C)(C)C(=O)Nc1ccccc1C(=O)Nc1ccncc1
 : nt	-10
O=C(COC(=O)Cc1cccs1)Nc1ccccc1F
 : nt	-7
Cc1ccc2c(c1)c1c3n2CC(=C2C(=O)OC(C)(C)OC2=O)NC3CCC1 (centres undefined)
 : 10	-4
CC(C)Oc1ccc(-c2nn(-c3ccccc3)cc2/C=c2\sc3ncnn3c2=O)cc1
 : 70*	nt
O=C(Oc1cccc(-c2cnc3ccccc3n2)c1)c1ccco1
 : nt	5
O=S(=O)(Nc1ccc2nc(-c3ccc(Br)o3)[nH]c2c1)c1ccccc1
 : 45	17
O=S(=O)(c1cccc(C(F)(F)F)c1)N(CCCN1CCOCC1)Cc1cccs1
 : -7	?
O=C(Cn1c(=O)oc2cc(S(=O)(=O)N3CCCC3)ccc21)Nc1cccc(C(F)(F)F)c1
 : -11	nt
Cn1c(=O)c2c(nc(N3CCN(c4ccccc4)CC3)n2CCCc2ccccc2)n(C)c1=O
 : 0	2
COC(=O)c1sccc1NC(=O)C1CC=CCC1C(=O)O (centres undefined)
 : 1	-10
CCCn1c(=N)n(CC(=O)OCC)c2ccccc21
 : -16	-2
Nc1nonc1C(=O)OCC(=O)N1CCOCC1
 : 4	7
Cc1cc(C)nc(NC2=NCCN2C(=O)Nc2ccc(Cl)c(Cl)c2)n1
 : 17	nt
CC(=O)C(C)Oc1ccc2c3c(c(=O)oc2c1)CCCCC3 (centres undefined)
 : -17	64
COC(=O)c1cc(/C=C/c2ccccc2)on1
 : 2	-7
O=C(NCC(c1cccnc1)N1CCN(c2ccccc2)CC1)C1CCCCC1 (centres undefined)
 : -22	-2
CN(c1ccccc1C(=O)Nc1ccc(S(=O)(=O)N2CCCCC2)cc1)S(C)(=O)=O
 : -6	6
N=c1n(CCO)c2ccccc2n1CCOc1ccc(Cl)cc1Cl
 : -7	4
Cn1c(=O)cc(OCCCC(=O)N2CCC3(CC2)OCCO3)c2ccccc21
 : nt	5
COC(=O)[C@@H]1C[C@@H]2CC[C@@H](O)C[C@@H]2N1Cc1ccc(C(F)(F)F)cc1
 : nt	-14
Cc1ccccc1OCCCC(=O)Nc1ccc(Br)cc1
 : nt	-12
COC(=O)C(CC(C(=O)OC)C(=O)OC)C(=O)OC
 : nt	3
O=C(CCN1C(=O)COc2ccccc21)NCCCN1CCN(c2ccc(F)cc2)CC1
 : -15	16
COc1ccc(C(=O)Nc2ccc(OCc3ccccc3)cc2)cc1[N+](=O)[O-]
 : nt	-9
CCc1cccc(N=c2c([N+](=O)[O-])nn(-c3ccc(Cl)cc3)n2O)c1
 : nt	32
O=C(COC(=O)C1CC(=O)N(Cc2ccco2)C1)c1ccc(OC(=O)c2ccccc2)cc1 (centres undefined)
 : nt	11
O=C(O)CC(c1ccc(Cl)cc1)n1cccc1 (centres undefined)
 : -14	-14
CC12CC3CC(C)(C1)CC(CN)(C3)C2
 : nt	5
COc1cccc(-n2c(Cc3cc(=O)[nH]c(=O)[nH]3)nnc2SCC(=O)N2CCCC2)c1
 : -10	0
COCCNC(=O)CN(CCc1ccccc1)S(=O)(=O)c1ccc(OC)cc1
 : nt	-6
COCCn1c(=N)c(C(=O)NCc2ccco2)cc2c(=O)n3ccccc3nc21
 : -4	13
O=c1n(-c2ccccc2)c(=O)n2n1CCC2
 : -1	-10
CCn1c(SCC(=O)Nc2oc(-c3ccccc3)c(-c3ccccc3)c2C#N)nnc1-c1cc(OC)cc(OC)c1
 : nt	-5
Cn1nnc2cc(NC(=O)N3CCN(c4ccccn4)CC3)ccc21
 : -5	-4
COCCCNC(=O)c1ccc(N2CCCC2)c(NS(=O)(=O)c2ccc(C)cc2)c1
 : 14	3
O=C(O)CCC(=O)c1ccc2c(c1)OCCO2
 : -4	1
CC(=O)Nc1sc2c(c1C(=O)N1CCOCC1)CCCCC2
 : -6	-11

The results go on:
Order of results – HIV RNase H inh	RmlC RmlD mix
CCCCCCCCCCSc1n[nH]c(NC(C)=O)n1
 : nt	-6
Cc1ccc(CC(NC(=O)c2ccccc2)C(=O)NCC(=O)O)cc1 (centres undefined)
 : nt	-7
COC(=O)Nc1nnc(-c2ccccc2Cl)s1
 : -6	-1
COC(=O)C1=C(C)N(CC2CCCO2)C(=O)C1 (centres undefined)
 : 1	1
CN(C)c1nc2c(c(=O)[nH]c(=O)n2C)n1Cc1ccccc1Br
 : -11	8
CN(C1CCCCC1)S(=O)(=O)c1ccc(NC(=S)NC(=O)c2cccs2)cc1
 : nt	-12
CCCC(c1nnnn1CC(=O)OCC)N(Cc1cc2ccc(C)cc2[nH]c1=O)C1CCCC1 (centres undefined)
 : 6	2
Cc1ccc(N=Cc2c(O)n(-c3ccc4c(c3)OCO4)c(=O)c3ccccc23)cc1
 : nt	-4
CCCc1[nH][nH]c(=O)c1C(c1ccc(Cl)cc1)C(C#N)C#N (centres undefined)
 : nt	-10
CN1CCN(C(=O)CSc2nc(-c3cccs3)ccc2C#N)CC1
 : 38	45
CCOC(=O)C(C)C1(O)c2ccccc2-c2ncccc21 (centres undefined)
 : -2	-11
CC(NC(=O)Cc1ccsc1)c1ccc(S(N)(=O)=O)cc1 (centres undefined)
 : 6	-15
CCOC(=O)N1CCN(CC(=O)c2c[nH]c3ccc(F)cc23)CC1
 : nt	-10
Cc1c(Cl)cccc1N(CC(=O)N1CCCCCC1)S(C)(=O)=O
 : -11	5
C=CCC(=O)OCC(=O)Nc1ccc(Oc2ccccc2)cc1
 : 1	nt
O=C(COc1ccccc1)N1CCN(Cc2c[nH]c3ccccc23)CC1
 : -12	8
O=C(NC(Cc1c[nH]c2ccccc12)C(=O)O)c1ccco1 (centres undefined)
 : nt	-14
COc1ccc(S(=O)(=O)N(C)c2ccc(C(=O)NCCC(C)C)cc2)cc1
 : nt	10
O=c1cc(CSc2nnc(-c3ccco3)o2)c2ccccc2[nH]1
 : -35	19
CCOc1cc(S(=O)(=O)N2CCCCC2)ccc1F
 : nt	5
Cc1cc(NC(=O)C(C)C)ncc1NC(=O)CCc1ccccc1
 : -5	4
O=C(Cn1cc[n+](CC(=O)c2ccccc2)c1)c1ccccc1
 : nt	4
CCCCOC(=O)n1c(=S)oc2cc(Cl)ccc21
 : nt	1
COc1cccc(-n2ccnc2SCC(=O)Nc2nccs2)c1
 : -26	-15
CCCN1CCC(=O)N([C@H](CSc2ccc(C)cc2)CC(C)C)CC1
 : nt	-15
O=C(c1cc2c(s1)-c1ccccc1OC2)N1CCN(c2ccccc2)CC1
 : nt	9
COc1ccc(NC(=O)C(NC(=O)OC(C)(C)C)C(C)OCc2ccccc2)cc1 (centres undefined)
 : nt	-9
COc1ccc(NC(=O)C2C3C=CC(C3)C2C(=O)NCc2ccccn2)c(OC)c1 (centres undefined)
 : nt	-7
CCn1cc(C(=O)c2cccs2)c2ccccc21
 : nt	-6
C/C(=N\OC(=O)c1ccccc1F)c1nccs1
 : nt	4
COc1ccc(NC(=O)Cn2cc(C(=O)c3ccco3)c3ccccc32)cc1
 : nt	-12
Cc1ccc(-n2ncc3c(=O)[nH]c(SCC(=O)N4CCC(C)CC4)nc32)cc1C
 : 33	-6
CCOC(=O)C1CCCN(C(=O)CCCn2nc(C)n3c(cc4sccc43)c2=O)C1 (centres undefined)
 : -15	4
O=C1CSC(c2ccc(Cl)cc2)N1C1CCCCC1 (centres undefined)
 : nt	-4
CCOC(=O)CSc1nnc(Cn2c(=O)sc3ccccc32)n1-c1ccccc1C
 : -3	7
CC(NC(=O)CCC(=O)NC(C)C1COc2ccccc2O1)C1COc2ccccc2O1 (centres undefined)
 : -1	-9
CCC(=O)Nc1ccc2c(c1)nc(CN1CCN(C(C)=O)CC1)n2C
 : nt	-23
CC1CCCN(S(=O)(=O)c2ccc(C(=O)Nc3nnc(-c4ccccc4Cl)o3)cc2)C1 (centres undefined)
 : 22	-7
COc1ccc(NC(=O)C(C)N2c3cccc4cccc(c34)S2(=O)=O)cc1OC (centres undefined)
 : nt	-13
NC(=O)COc1c(-c2ccccc2)oc2ccccc2c1=O
 : -8	7
Cc1cc(NC(=O)CCC(=O)N(c2ccc(F)cc2)C2(C(=O)NC3CCCCC3)CCCC2)no1
 : 4	nt
CC(C)OC(=O)c1c2nc3ccccc3nc2n2c1[nH]c(=O)c1ccccc12
 : -17	nt
O=C(C1=C[C@H](C2CCCCC2)C[C@H](OCc2ccc(CO)cc2)O1)N1CCN(Cc2ccc3c(c2)OCO3)CC1
 : nt	-10
CC1(C)CC(NCc2ccc3c(c2)OCO3)CCO1 (centres undefined)
 : nt	-9
C=CCn1c(C)c(C(C)=O)c(SC)nc1=S
 : 3	15
CC1(C)CC(=O)C(C2=NC(C)(C)Cc3ccccc32)=C(O)C1
 : -8	20
COc1cc2nc(COc3ccc(C#N)cc3)n(CC#N)c(=O)c2cc1OC
 : 0	18
CN(C)c1cccc(C(=O)NC2CCCCCC2)c1
 : 38	-10
COC(=O)C1=C(N)Oc2cc(C)n(CCN3CCOCC3)c(=O)c2C1c1cccnc1 (centres undefined)
 : -7	7
Cc1cccc(NC(=O)CCSc2nncn2C)c1
 : nt	-10
Cc1nc2ccccc2c(=O)n1NC(=O)c1ccccc1Cl
 : -11	0
Cc1cc(C)nc(NC2=NCC(=O)N2c2cccc(Cl)c2)n1
 : 8	1
COC(=O)c1cc(OC)c(OC)cc1NC(=O)Cn1nnc(-c2ccccc2Cl)n1
 : -10	2
Cc1c(NC(=O)C(C)Sc2n[nH]c(N)n2)c(=O)n(-c2ccccc2)n1C (centres undefined)
 : nt	-13
NC(=O)c1cc(S(=O)(=O)NC2CCCCC2)co1
 : -23	13
O=C(OCC#CCSc1nnc(-c2cccc3ccccc23)o1)c1cccs1
 : -2	-18
O=C(CC1SCCNC1=O)Nc1cccc(Cl)c1 (centres undefined)
 : -4	-11
Cc1c(O)cc2n(c1=O)-c1ccccc1C2(C)C
 : nt	10
Cc1ccc2cc(C#N)c(N3CCN(C)CC3)nc2c1
 : nt	17
Cc1ccnc(NC2OC(=O)c3ccccc32)c1 (centres undefined)
 : nt	-10

Brought forward from above: three compounds; new compounds follow.
Order of results – HIV RNase H inh	RmlC RmlD mix
Cc1c(O)cc2n(c1=O)-c1ccccc1C2(C)C
 : nt	10
Cc1ccc2cc(C#N)c(N3CCN(C)CC3)nc2c1
 : nt	17
Cc1ccnc(NC2OC(=O)c3ccccc32)c1 (centres undefined)
 : nt	-10
O=C(CN1C(=O)C2CC=CCC2C1=O)NCC1COc2ccccc2O1 (centres undefined)
 : nt	-8
Cc1ccc(CCNC(=O)C2CCCN(S(=O)(=O)c3c(C)nn(C)c3C)C2)cc1 (centres undefined)
 : -6	2
COc1ccc(NCc2nnc(SCC(=O)c3ccc(OC)cc3)n2C)cc1
 : 8	6
Cc1ccc(Nc2nc(N)nc(CC#N)n2)cc1
 : -5	10
O=C(NC1CCC(O)CC1)c1ccc(S(=O)(=O)NCc2ccco2)cc1 (centres undefined)
 : nt	5
CCO[C@@H]1OC(C(=O)O)=C[C@H](c2ccccc2)[C@H]1CCCO
 : nt	-1
O=C(CN1C(=O)C2(OCCCO2)c2ccccc21)NCc1ccccc1
 : 1	-15

Among those listed so far, three have a CF3 group:
Order of results – HIV RNase H inh	RmlC RmlD mix
O=S(=O)(c1cccc(C(F)(F)F)c1)N(CCCN1CCOCC1)Cc1cccs1
 : -7	?
O=C(Cn1c(=O)oc2cc(S(=O)(=O)N3CCCC3)ccc21)Nc1cccc(C(F)(F)F)c1
 : -11	nt
COC(=O)[C@@H]1C[C@@H]2CC[C@@H](O)C[C@@H]2N1Cc1ccc(C(F)(F)F)cc1
 : nt	-14
